# GLP1R cytotox: cytotoxic in the GLP-1 receptor inverse agonist counter-screen. HEK293 cAMP-luciferase reporter cells, luminescence, 24 h. Potency, µM (series often up to 38.3 µM), for the others: top-dose activity change, negative = inhibition, most hits filed as inhibitors. actives 0.13% (n = 410,000);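 note: loss of luciferase light is scored as toxicity; potency is the fitted concentration of half-maximal effect; % is set by controls: 0 for no effect and ±100 for the full control effect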
#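 Here, cytotoxicity is scored as loss of luminescence. The MLSMR collection was tested on cells seeded in medium containing 10% Nu serum, with a 24 hr compound exposure preceded by 12 hours of culture.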
# IL-2 act: IL-2 activation | IL-2 activation reporter assay, cell-based qHTS; stimulated with anti-CD3/CD4/CD28 beads; in transgenic mouse T cells | activation, % (series mostly up to about 46 µM) | actives 0.065% (n = 360,000) | AID 652025; in the data active = activation above about 50%; inconclusive = mostly about 30% to 49%; note: 0% is about no effect
#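 First, unstimulated transgenic mouse T cells were exposed to compound for 60 min. Next, anti-CD3/anti-CD4-coated beads with anti-CD28 were added. Finally, after 18 h at 37 degrees C, EGFP and DsRed were imaged.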
# WRN helicase inh: WRN helicase (human) inhibition; WRN helicase unwinding, fluorescent forked duplex, kinetic; Potency, µM (top dose mostly 114 µM), for inactives: top-dose activity change, negative = inhibition, actives largely listed as inhibitors; actives 0.46% (n = 360,000); Q14191; note: potency is the fitted concentration of half-maximal effect; % is set by controls: 0 for no effect and ±100 for the full control effect; nearly all actives have a fitted effect of over 55% in size
#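 WRN at 20 nM final preincubated with compound 15 min at room temperature; reaction started with 100 nM fluorophore/quencher forked duplex oligonucleotide and 2 mM ATP final. Unwinding followed kinetically by red fluorescence (ex 525, em 598 nm).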
# GLP-1R inv ag: acts as inverse agonist at human GLP-1 receptor. P43220. AID 624417. actives 1.6% (n = 410,000). Potency, µM (titrated, usually from 38.3 µM), without a hit: at the highest dose activity change, negative = inhibition, most hits filed as inhibitors. HEK293 GLP-1R CRE-luciferase, luminescence, 24 h; GLP-1R form is constitutively active; note: potency is the fitted concentration of half-maximal effect; % is set by controls: 0 for no effect and ±100 for the full control effect; nearly all actives have a fitted effect of over 55% in size
#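 Using stably transfected HEK293 (constitutively active GLP-1R, cAMP-luciferase reporter), compounds were incubated 24 hr and luciferase measured by luminescence.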
# PLK1 PBD inh: PLK1 (human) polo-box domain binding inhibition. P53350. Plk1 PBD binding of FITC phosphopeptide, fluorescence polarization. Potency, µM, without a hit: max response, negative = inhibition, actives largely listed as inhibitors. actives 2.8% (n = 360,000). AID 720504; note: potency is the fitted concentration of half-maximal effect; series mostly up to about 57 µM; % is set by controls: 0 for no effect and ±100 for the full control effect; nearly all actives have a fitted effect of over 65% in size
# Target sequence (P53350 whole entry, looked up, the tested form may be a part): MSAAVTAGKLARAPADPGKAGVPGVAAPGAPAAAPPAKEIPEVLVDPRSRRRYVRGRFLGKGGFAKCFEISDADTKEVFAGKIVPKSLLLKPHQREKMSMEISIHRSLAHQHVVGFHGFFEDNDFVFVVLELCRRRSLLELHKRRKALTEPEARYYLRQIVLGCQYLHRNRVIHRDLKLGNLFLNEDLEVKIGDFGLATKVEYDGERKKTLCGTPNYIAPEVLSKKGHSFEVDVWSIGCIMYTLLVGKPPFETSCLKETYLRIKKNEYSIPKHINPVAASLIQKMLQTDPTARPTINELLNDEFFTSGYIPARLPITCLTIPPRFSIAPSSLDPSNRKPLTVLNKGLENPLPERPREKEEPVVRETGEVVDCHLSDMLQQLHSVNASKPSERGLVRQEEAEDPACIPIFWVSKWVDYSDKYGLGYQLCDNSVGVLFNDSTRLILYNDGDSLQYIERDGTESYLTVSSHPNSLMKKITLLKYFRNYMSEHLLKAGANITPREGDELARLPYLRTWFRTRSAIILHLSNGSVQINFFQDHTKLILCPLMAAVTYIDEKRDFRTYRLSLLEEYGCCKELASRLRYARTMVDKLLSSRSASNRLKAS
# D3 ag: activates the human D3 dopamine receptor; D3R DiscoveRx beta-arrestin cells, luminescence, 90 min; P35462; max activation, %; actives 0.58% (n = 410,000); AID 652048; in the data active = max activation above about 30%; note: 0% is about no effect; mostly tested at two doses, the higher about 12 µM
#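 Cells at 1500/well, incubated overnight, then treated with pinned compounds (dopamine as control) for 90 min at 37 degrees C. DiscoveRx reagent added for 30 - 60 minutes at room temperature; luminescence read.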
# GLP1R ag: GLP-1 receptor (human) agonism; actives 0.007% (n = 380,000); HEK293 GLP-1R CRE-luciferase, luminescence, 4-6 h; cells express a hypersensitive GLP-1R form; Potency, µM (doses to about 45.6 µM), without a hit: at the top dose activation, hits mostly activators; P43220; note: potency is the fitted concentration of half-maximal effect; % of control where 0% means no effect
# PI5P4K alpha inh: PI5P4K alpha (human) kinase inhibition; PI5P4Kalpha enzyme, ADP-Glo luminescence, 60 min; active compounds read low; max response, %; P48426; actives 1.2% (n = 330,000); active = max response of -50% or lower; inconclusive = between -30% and -50%; inactive = -30% or higher; note: value at the top dose of about 77 µM; % is set by controls: 0 for no effect and ±100 for the full control effect
# Target sequence (P48426 whole entry, looked up): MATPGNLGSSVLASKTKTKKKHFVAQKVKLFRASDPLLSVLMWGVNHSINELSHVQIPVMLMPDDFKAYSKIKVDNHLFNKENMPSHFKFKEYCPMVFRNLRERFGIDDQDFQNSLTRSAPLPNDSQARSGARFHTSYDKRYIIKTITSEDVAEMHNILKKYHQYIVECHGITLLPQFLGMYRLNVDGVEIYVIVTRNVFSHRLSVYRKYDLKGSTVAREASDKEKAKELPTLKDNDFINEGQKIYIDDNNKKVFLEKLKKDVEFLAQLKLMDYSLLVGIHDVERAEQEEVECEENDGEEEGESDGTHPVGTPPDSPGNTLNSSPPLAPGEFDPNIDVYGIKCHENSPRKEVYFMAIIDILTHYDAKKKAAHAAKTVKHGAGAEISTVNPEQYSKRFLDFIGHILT
#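 Reactions run in 0.038 M HEPES pH 7.4, 0.28 mM EGTA, 0.1% CHAPS and 5% DMSO, with PI5P4Kalpha, substrate, compound and 5 microM ATP final, one hour at room temperature. Readout is ADP-Glo luminescence.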
# DRD3 antagonist: antagonists of human D3 dopamine receptor. P35462. D3R cells, DiscoveRx beta-arrestin luminescence, antagonist mode; active compounds read low. max response, negative = inhibition, %. actives 2.5% (n = 360,000); in the data active = max response below about -50%; inconclusive = no clear call, values can overlap the other calls; note: % is set by controls: 0 for no effect and ±100 for the full control effect; mostly tested at two doses, the higher about 12 µM
#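 Cells plated overnight at 1500 cells/well, then exposed to library compounds with dopamine controls for 90 minutes at 37 degrees C. DiscoveRx reagent added for 30–60 minutes at room temperature; luminescence read, quantitative HTS format.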
# * hit, by the source's call; ? = inconclusive; . = no result given; [ ] = another dose, or the depositor's remark. Unless noted, calls come from the whole dose curve; as a rule, active = well fitted curve in the direction sought with a large enough effect; inconclusive = small, poorly fitted or top-dose-only effect, or another doubt; inactive = no such curve, though single readings can be large; an effect the other way counts as inactive or inconclusive.
SMILES,GLP1R cytotox,IL-2 act,WRN helicase inh,GLP-1R inv ag,PLK1 PBD inh,D3 ag,GLP1R ag,PI5P4K alpha inh,DRD3 antagonist
Cn1cc(-c2coc3c(C(=O)NCc4cccc(Cl)c4)cccc23)cn1,-19%,-0.7,-15%,-24%,-16%,-1,-7%,4,1
O=C(N/N=C/c1ccc(OCc2ccccc2)cc1)c1ccco1,4%,-0.7,-9%,6%,2%,13,17%,-1,0
O=CN(Cc1ccco1)C1(C(=O)NC2CCCCC2)CCCCC1,4%,-3.4,1%,-12%,-6%,-5,1%,0,3
O=C(Cc1c(F)cccc1Cl)NNC(=O)c1ccco1,14%,0.3,?,?,0%,-9,-3%,5,-11
COc1ccc(S(=O)(=O)NCCSCc2cccc(C)c2)cc1Br,-1%,-1.9,-14%,11µM*,-7%,-4,8%,22,0
C=CCNC(=S)N/N=C/c1ccc(C)s1,11%,-0.8,-1%,?,-6%,6,9%,1,17
COc1ccccc1CNc1ccccc1F,-6%,-2.4,1%,-20%,4%,8,5%,2,13
CC(=O)N1CCc2cc(S(=O)(=O)CCC(=O)NCCc3ccc(C)cc3)ccc21,-5%,0.6,4%,21%,4%,-3,4%,-5,4
CSc1nnc(-c2sc3cc(C(F)(F)F)cnc3c2-c2ccccc2)n1C,?,0.2,-8%,?,-7%,-6,9%,5,?
OCCC1CN(Cc2ccon2)CCN1Cc1ccccc1 (centres undefined),2%,0.2,-6%,-14%,-4%,-12,2%,3,3
S=c1[nH]nc(Cc2ccc(Cl)cc2)n1-c1ccc2c(c1)OCCO2,-3%,0.5,1%,4%,-4%,0,12%,-7,0
CC(=NNC1=NCCN1)c1cn(C2=NCCN2)nc1C,-2%,0.1,-2%,23%,-11%,-5,-6%,0,-50*
COc1cccc(COc2ccc3c(C)cc(=O)oc3c2)c1,-1%,-7.0,-2%,15%,5%,4,28%,3,16
O=C(O)Cc1ccc(O)cc1,4%,0.7,-3%,30%,-1%,4,-2%,-2,12
CCC(CC)C(=O)NCCCCc1ccccc1,20%,-0.2,-7%,-7%,-6%,-2,6%,1,8
CC(=O)Nc1cc(-c2ccccc2)cn2c(-c3ccc(F)c(Cl)c3)cnc12,-2%,-0.2,-11%,-6%,-19%,-7,22%,-25,17
Cc1ccc(CSC2=Nc3sccc3C3=NC(=O)CN23)cc1,-11%,1.6,-19%,2%,-6%,2,10%,?,10
COc1cccc(C(=O)N(Cc2nc(-c3cccc(C)c3)no2)C(C)C)c1OC,-6%,1.6,-20%,?,-11%,-10,-1%,2,-7
CN(C)c1cccc(C(=O)OCC(=O)NCC2CCCO2)c1 (centres undefined),9%,0.7,2%,-2%,0%,4,0%,-7,-4
CN(C)C(=S)N=c1ssc(=S)n1Cc1ccco1,0.32µM*,-4.4,?,?,0%,-12,1%,10,5

# Whole records, quoted from the list. Screens in order: GLP1R cytotox, IL-2 act, WRN helicase inh, GLP-1R inv ag, PLK1 PBD inh, D3 ag, GLP1R ag, PI5P4K alpha inh, DRD3 antagonist
# Shown for CN(C)C(=S)N=c1ssc(=S)n1Cc1ccco1 = 0.32µM*, -4.4, ?, ?, 0%, -12, 1%, 10, 5
# Shown for CSc1nnc(-c2sc3cc(C(F)(F)F)cnc3c2-c2ccccc2)n1C = ?, 0.2, -8%, ?, -7%, -6, 9%, 5, ?
# Shown for OCCC1CN(Cc2ccon2)CCN1Cc1ccccc1 (centres undefined) = 2%, 0.2, -6%, -14%, -4%, -12, 2%, 3, 3

# New compounds follow.
SMILES,GLP1R cytotox,IL-2 act,WRN helicase inh,GLP-1R inv ag,PLK1 PBD inh,D3 ag,GLP1R ag,PI5P4K alpha inh,DRD3 antagonist
CCN1CCN(c2cc(C)c3cc(NC(=O)Cc4ccccc4OC)ccc3n2)CC1,-7%,-1.6,-1%,-6%,-5%,-4,4%,.,7
CCOC(=O)C1(CCCc2ccccc2)CCN(C(=O)[C@@H]2C[C@@H](C)NC(=S)N2)CC1,8%,-0.7,8%,-21%,-10%,5,11%,-6,8
Cc1cc(C)cc(NC(=S)NCc2cccnc2)c1,-7%,1.0,8%,8%,-9%,-2,0%,7,-30
CC(C)c1ccc(C(=O)OCC(=O)c2c(N)n(C)c(=O)n(C)c2=O)cc1,-20%,-4.6,-12%,?,-6%,25,7%,6,7
CC(NC(=O)N1CCOCC1)c1ccccc1 (centres undefined),-4%,-0.3,4%,8%,-3%,3,-6%,6,7
C[C@H](CO)N1C[C@H](C)[C@H](CN(C)C(=O)Nc2ccnc(N3CCOCC3)c2)OCc2cnnn2CCCC1=O,-17%,-1.0,8%,2%,7%,4,-4%,-4,32
O=C(COc1ccccc1Cl)NC(=S)Nc1cccc(NC(=O)c2ccccc2Cl)c1,-2%,-0.4,-1%,?,-6%,1,4%,.,-14
COc1ccc(CCNC(=O)c2ccc3c(=O)n(Cc4ccco4)c(=S)[nH]c3c2)cc1OC,1%,-2.9,-17%,1%,-15%,-2,-5%,?,4
CC(C)NC(=O)NS(=O)(=O)c1cnccc1N1CCCCC1,11%,0.6,-2%,17%,-5%,3,4%,8,5
Cc1c(Cl)c([N+](=O)[O-])nn1CCCC(=O)NCCc1ccccc1,-13%,0.9,-7%,6%,-10%,5,28%,3,-3
CC1CC(NS(=O)(=O)c2cc3c4c(c2)CCN4C(=O)CC3)CC(C)(C)C1 (centres undefined),2%,1.9,3%,-19%,-1%,4,8%,3,1
COc1ccc(S(=O)(=O)Nc2ccc(OCC(=O)O)cc2)c2ccccc12,-1%,-4.5,-7%,15%,-7%,-3,0%,1,-1
NNC(=O)C1COc2cc3ccccc3cc2O1 (centres undefined),3%,-0.1,-5%,15%,-5%,9,-5%,-2,0
CCN1C[C@@H]2[C@@H]3C(=O)N(Cc4ccccc4)C(=O)[C@@H]3[C@](Cc3ccccc3)(C(=O)OC)N2C1=NCc1ccccc1,3%,-0.8,-11%,-3%,-8%,-22,-1%,6,?
COC(=O)c1ccccc1NC(=O)NCCc1ccccc1OC,-4%,0.1,1%,-32%,2%,4,24%,-4,9
COc1ccc(Nc2cc(C)c3cc(NC(=O)COc4cccc(C)c4)ccc3n2)cc1,-12%,.,.,10µM*,.,28,-5%,.,.
COc1cc(C2c3cc(O)c(OC)cc3CC(C(=O)O)C2CO)ccc1O (centres undefined),-12%,-0.3,-5%,-7%,0%,71*,0%,-2,4
COc1cccc(CNC(=O)c2cc(S(=O)(=O)N3CCOCC3)cn2C)c1,-8%,-2.6,-11%,-8%,-15%,2,-4%,10,9
COc1cc(C2C3=C(CC(c4ccco4)CC3=O)Nc3ccccc3N2C(C)=O)cc(OC)c1OC (centres undefined),-1%,-0.1,-5%,6%,-12%,2,16%,-16,-16
CCOc1ccc(CCN2C(=S)N([C@@H](Cc3ccc(O)cc3)CN3CCC[C@@H]3CN3C(=S)NC[C@@H]3Cc3ccc(O)cc3)C[C@@H]2Cc2ccc(O)cc2)cc1,-26%,-0.8,-11%,?,1%,-5,-2%,-25,?
CCCCNc1oc(-c2ccc(OC)cc2)nc1S(=O)(=O)c1ccccc1,-12%,-0.4,-4%,0%,-15%,2,-11%,.,-10
O=C(O)c1cnc(-c2ccccc2)nc1Oc1ccccc1,17%,0.6,5%,38%[activator],-14%,6,12%,-2,-17
CC(=O)Nc1ccc(NC(=O)COC(=O)c2ccc(Cl)nc2)cc1,-16%,-1.1,-8%,26%,3%,6,0%,-3,12
O=S(=O)(c1cc(C(F)(F)F)ccc1Cl)N1CCN(c2ccccn2)CC1,6%,0.5,-8%,-48%,-1%,2,-3%,6,21
CC1=C(C(=O)OCC2CCCO2)C(c2ccc(F)cc2)NC(=O)N1 (centres undefined),-13%,-0.7,10%,-7%,-10%,4,8%,-2,13
C/C(=N\NC(=O)c1ccc(NS(=O)(=O)c2cccs2)cc1)c1ccc(O)cc1O,43%[activator],1.4,?,-48%,2%,8,5%,-96*,18
CCOc1cc(S(=O)(=O)N2CCOCC2)ccc1F,5%,0.9,-2%,9%,-6%,0,11%,-4,11
CCOC(=O)N1CCN(C(=O)CSc2ccc3nnc(-c4ccncc4)n3n2)CC1,8%,-0.2,-13%,8%,-24%,2,5%,-13,1
COc1ccc(S(=O)(=O)N(c2onc(C)c2Cl)S(=O)(=O)c2ccc(OC)cc2)cc1,8%,1.4,-8%,-9%,-1%,-3,-2%,-7,?
O=C(c1cnn2c(C(F)(F)F)cc(-c3cccs3)nc12)N1CCCC1,36%[activator],-2.2,-5%,2%,-9%,-1,7%,1,6
CCn1cc(/C=N/NC(=O)c2ccc3c(c2)OCO3)cn1,-5%,-3.8,0%,14%,-3%,-8,2%,3,14
O=C(CCS(=O)(=O)c1ccccc1)Nc1ccccc1N1CCOCC1,-1%,-1.8,2%,3%,-18%,7,1%,1,9
O=C(O)c1cccc(-n2sc3ccccc3c2=O)c1,-5%,-0.6,-26%[11.6 µM],0%,1.2µM*,-2,0%,-103*,?
Cc1ccc(-c2ccc(SCC(=O)NCC3CCCO3)nn2)cc1 (centres undefined),12%,0.2,-34%,4%,-13%,-2,0%,-5,-12
CCC(=O)N1CCc2cc(S(=O)(=O)CCC(=O)NCc3ccccc3Cl)ccc21,-9%,.,.,-11%,.,-3,2%,.,.
Cc1ccc(C(=O)NCc2ccc3c(c2)OCO3)cc1N1CCCC1=O,14%,-3.7,-7%,7%,-4%,2,-4%,0,13
COc1ccc(CCN(C)C(=O)CNC(=O)Cc2cccc3ccccc23)cc1OC,5%,-0.8,-10%,16%,-4%,3,20%,1,2
COc1ccc(/C=C2\SC(=O)N(CC(=O)NN3CCN(C)CC3)C2=O)cc1OC,4%,0.0,-2%,8%,-9%,-1,16%,7,6
Cc1cccc(C)c1NC(=O)COC(=O)C1C2CC3OC(=O)C1C3C2 (centres undefined),-24%,-0.5,0%,6%,5%,3,1%,-6,-6
Cn1c(-c2ccccc2)cnc1NCc1ccccc1,3%,-0.3,-3%,-29%,-3%,-2,-2%,1,11
Cc1nnc(Sc2c(N)n(C)c(=O)[nH]c2=O)s1,3%,5.0,9%,10%,-7%,-6,-12%,.,-18
COc1ccc2c(c1OC)C(=O)OC2Nc1ccccn1 (centres undefined),0%,0.3,0%,13%,-7%,2,-11%,-4,?

# Screening data: PubChem BioAssay, National Center for Advancing Translational Sciences (NCATS)
